Compound activity from PubChem.
TcdB GH inh: TcdB glycohydrolase inhibitors, primary screen, biochemical, single point, plate reader. TcdB glycohydrolase enzymatic assay. hit rate 0.24% among 350,000. AID 652162, 2013. inhibition, % at 9.99 µM. Toxin B (Clostridioides difficile), P18177; in the data active = inhibition above about 10%
Target sequence (P18177 whole entry, looked up): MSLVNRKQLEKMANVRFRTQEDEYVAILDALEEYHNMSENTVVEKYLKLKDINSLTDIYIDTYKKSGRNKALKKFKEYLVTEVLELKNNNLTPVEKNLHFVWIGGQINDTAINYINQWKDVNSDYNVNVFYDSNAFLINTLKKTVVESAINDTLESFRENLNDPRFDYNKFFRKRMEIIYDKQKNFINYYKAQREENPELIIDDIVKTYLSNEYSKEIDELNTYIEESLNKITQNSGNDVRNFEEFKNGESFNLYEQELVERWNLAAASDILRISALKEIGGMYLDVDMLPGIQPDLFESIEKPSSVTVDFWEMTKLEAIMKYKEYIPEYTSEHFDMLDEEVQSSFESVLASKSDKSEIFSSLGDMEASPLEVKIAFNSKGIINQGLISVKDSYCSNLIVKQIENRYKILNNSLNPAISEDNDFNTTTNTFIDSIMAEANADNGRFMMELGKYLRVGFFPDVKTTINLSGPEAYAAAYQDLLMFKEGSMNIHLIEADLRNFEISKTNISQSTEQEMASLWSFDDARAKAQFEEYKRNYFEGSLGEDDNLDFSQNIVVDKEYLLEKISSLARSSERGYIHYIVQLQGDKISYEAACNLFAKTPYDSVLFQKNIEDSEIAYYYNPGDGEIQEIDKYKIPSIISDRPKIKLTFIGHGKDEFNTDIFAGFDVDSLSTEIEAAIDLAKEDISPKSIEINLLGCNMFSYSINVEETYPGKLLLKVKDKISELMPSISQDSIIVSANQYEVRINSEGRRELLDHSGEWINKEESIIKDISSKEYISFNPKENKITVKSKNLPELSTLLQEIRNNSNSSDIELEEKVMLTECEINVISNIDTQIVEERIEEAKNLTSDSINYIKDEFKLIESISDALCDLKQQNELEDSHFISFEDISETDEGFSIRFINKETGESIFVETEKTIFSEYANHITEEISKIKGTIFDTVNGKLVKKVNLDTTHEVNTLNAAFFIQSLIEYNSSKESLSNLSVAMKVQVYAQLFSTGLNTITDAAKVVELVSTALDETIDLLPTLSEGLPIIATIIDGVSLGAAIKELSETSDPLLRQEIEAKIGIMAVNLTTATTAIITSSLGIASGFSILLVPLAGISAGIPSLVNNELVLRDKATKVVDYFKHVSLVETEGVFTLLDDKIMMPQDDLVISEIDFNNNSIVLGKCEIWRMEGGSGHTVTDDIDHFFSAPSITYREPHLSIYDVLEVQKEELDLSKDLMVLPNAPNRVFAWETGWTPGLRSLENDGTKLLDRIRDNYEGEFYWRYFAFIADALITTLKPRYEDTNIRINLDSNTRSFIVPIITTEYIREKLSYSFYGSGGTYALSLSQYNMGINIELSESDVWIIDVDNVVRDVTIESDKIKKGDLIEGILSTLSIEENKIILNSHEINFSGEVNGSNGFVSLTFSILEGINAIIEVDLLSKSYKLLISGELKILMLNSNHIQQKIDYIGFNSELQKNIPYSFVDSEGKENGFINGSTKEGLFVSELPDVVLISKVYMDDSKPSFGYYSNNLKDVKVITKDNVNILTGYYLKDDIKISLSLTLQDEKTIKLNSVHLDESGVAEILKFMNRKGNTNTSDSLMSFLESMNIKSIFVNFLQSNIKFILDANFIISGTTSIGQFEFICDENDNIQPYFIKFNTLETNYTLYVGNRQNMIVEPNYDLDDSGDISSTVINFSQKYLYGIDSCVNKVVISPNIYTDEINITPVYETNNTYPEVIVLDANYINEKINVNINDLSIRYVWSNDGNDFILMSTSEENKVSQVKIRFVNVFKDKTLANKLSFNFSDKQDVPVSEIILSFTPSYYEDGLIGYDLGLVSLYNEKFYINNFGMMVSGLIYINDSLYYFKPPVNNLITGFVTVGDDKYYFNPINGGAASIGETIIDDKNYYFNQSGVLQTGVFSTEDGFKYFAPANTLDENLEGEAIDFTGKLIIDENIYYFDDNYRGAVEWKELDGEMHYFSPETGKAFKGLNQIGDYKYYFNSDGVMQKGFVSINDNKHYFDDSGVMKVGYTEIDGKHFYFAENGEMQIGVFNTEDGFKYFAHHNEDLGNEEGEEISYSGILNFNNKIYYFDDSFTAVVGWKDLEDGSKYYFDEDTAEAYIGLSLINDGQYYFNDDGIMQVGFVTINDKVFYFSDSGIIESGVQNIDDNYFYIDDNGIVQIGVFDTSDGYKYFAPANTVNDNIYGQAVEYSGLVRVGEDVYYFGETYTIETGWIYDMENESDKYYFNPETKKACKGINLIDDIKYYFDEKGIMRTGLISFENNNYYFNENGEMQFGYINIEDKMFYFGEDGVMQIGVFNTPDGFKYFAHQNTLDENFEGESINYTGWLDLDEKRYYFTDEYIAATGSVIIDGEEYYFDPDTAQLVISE
Starred values were filed as active, the others as inactive. These rows are one share of the data, so the mix of outcomes need not match the whole.

SMILES | TcdB GH inh
O=C(C[C@H]1C[C@@H]2c3cc(NC(=O)NC4CCCCC4)ccc3O[C@@H]2[C@@H](CO)O1)NC1CCCC1 | -1.9
O=C(C[C@H]1CC[C@@H](NC(=O)CC2CC2)[C@@H](CO)O1)NCc1ccc(Cl)cc1 | 0.9
CCCN(C)C[C@@H]1Oc2cc(C#Cc3cccc(OC)c3)ccc2S(=O)(=O)N([C@@H](C)CO)C[C@@H]1C | -0.7
C[C@@H]1CN([C@H](C)CO)C(=O)c2cc(-c3cncnc3)cnc2O[C@@H]1CN(C)C(=O)CN1CCOCC1 | -2.9
CCCN1C[C@H](C)[C@H](OC)CN(C)C(=O)c2cc(NC(=O)NC3CCCCC3)ccc2OC[C@H]1C | 1.1
O=C(c1ccc(F)cc1)N1CC[C@@H]2[C@H](CO)Nc3ccc(C#Cc4ccc(F)cc4)cc3[C@@H]21 | -0.7
Cc1cc(C(=O)Nc2ccc3c(c2)C(=O)N(C)[C@H]2CC[C@@H](CC(=O)NC4CCCC4)O[C@@H]2CO3)no1 | -0.7
COc1ccc2c3c(n(C)c2c1)[C@@H](CO)N(C(=O)C1CC1)CC31CN(C(=O)C2CCOCC2)C1 | -0.2
C[C@H](CO)N1C[C@H](C)[C@@H](CN(C)Cc2ccccc2)Oc2ncc(C3=CCCC3)cc2C1=O | 0.6
C[C@@H]1CN([C@H](C)CO)C(=O)c2cc(NC(=O)Nc3ccc4c(c3)OCO4)ccc2O[C@H]1CN(C)S(C)(=O)=O | -0.2
CCCNC(=O)N(C)C[C@H]1Oc2cc(C3=CCCCC3)ccc2S(=O)(=O)N([C@@H](C)CO)C[C@@H]1C | 0.5
C[C@@H]1CN([C@H](C)CO)C(=O)c2ccccc2-c2ccccc2CO[C@@H]1CN(C)S(C)(=O)=O | -0.3
COc1ccc(NC(=O)N(C)C[C@@H]2Oc3c(NS(C)(=O)=O)cccc3C(=O)N([C@H](C)CO)C[C@@H]2C)cc1 | -0.4
CC(=O)NC[C@@H]1[C@H](c2ccccc2)[C@@H](CO)N1C(=O)Cc1cccnc1 | -0.1
C[C@@H]1CCCCO[C@H](CN(C)Cc2ccc(Cl)c(Cl)c2)[C@@H](C)CN([C@H](C)CO)C(=O)c2cc(NC(=O)c3ccccc3)ccc2O1 | 0.7
C[C@H](CO)N1C[C@H](C)[C@H](CN(C)C(=O)NC2CCCC2)Oc2ncc(-c3cccc(F)c3)cc2C1=O | -0.4
CN1C(=O)[C@@H]2[C@@H](CC(COc3ccccc3)=C3[C@@H](c4ccccc4)OB(O)C[C@@H]32)C1=O | 1.8
C[C@@H]1CN([C@H](C)CO)C(=O)Cc2cc(NS(=O)(=O)c3ccc(Cl)cc3)ccc2O[C@H]1CN(C)S(=O)(=O)c1ccc(F)cc1 | -0.3
O=C(CC1CC1)N1[C@H](CO)[C@H]2c3ccccc3N(S(=O)(=O)c3ccccc3)C[C@H]21 | 0.0
O=C(NC[C@H]1[C@H](c2ccccc2)[C@@H](CO)N1C(=O)Cc1ccncc1)C1CCC1 | -2.9
CCC(=O)Nc1ccc2c(c1)OC[C@@H](C)N(C(=O)Cc1cccnc1)C[C@@H](C)[C@H](OC)CN(C)C2=O | -0.6
O=C(Nc1ccc(Cl)c(Cl)c1)N[C@@H]1CC[C@H](CCn2cc(C3CCCC3)nn2)O[C@@H]1CO | -1.0
C[C@H]1CN([C@@H](C)CO)C(=O)c2cc(NS(C)(=O)=O)ccc2O[C@H]1CN(C)C(=O)Nc1ccc(C(F)(F)F)cc1 | 4.0
O=C(C1CCCC1)N1CC2(C1)[C@H](c1ccccc1)[C@H](CO)N2CCC(F)(F)F | -0.1
COc1ccc(NC(=O)Nc2ccc3c(c2)C(=O)N([C@@H](C)CO)C[C@@H](C)[C@H](CN(C)Cc2ccc(C(F)(F)F)cc2)O3)cc1 | 0.1
O=C(C[C@@H]1C=C[C@@H](NC(=O)Nc2cc(F)ccc2F)[C@H](CO)O1)NCc1ccccn1 | 0.0
Cc1cccc(S(=O)(=O)N[C@H]2CC[C@H](CCn3cc(-c4ccccn4)nn3)O[C@@H]2CO)c1 | -1.1
COc1ccc(NC(=O)N(C)C[C@@H]2Oc3ccc(NC(=O)C4CCCCC4)cc3C(=O)N([C@H](C)CO)C[C@H]2C)cc1 | 1.0
CNC[C@H]1Oc2ccc(NS(=O)(=O)c3ccc(F)cc3)cc2C(=O)N([C@@H](C)CO)C[C@@H]1C | 0.4
O=C(C1CCOCC1)N1C[C@H]2[C@@H](c3ccccc31)[C@@H](CO)N2Cc1ccccc1 | -0.1
C[C@H](CO)N1C[C@H](C)[C@@H](CN(C)S(C)(=O)=O)Oc2ccc(NC(=O)Nc3cccc4ccccc34)cc2C1=O | -3.2
C[C@H]1CN([C@@H](C)CO)C(=O)c2cccc(NC(=O)C3CC3)c2O[C@@H]1CN(C)C(=O)Nc1ccc(C(F)(F)F)cc1 | 0.1
COc1ccc2c3c([nH]c2c1)[C@@H](CO)N(C(=O)c1ccccc1)CC31CCN(C(=O)NC(C)C)CC1 | -1.5
O=C(Cc1ccccc1)N1CCCCN2[C@H](CO)[C@@H](c3ccc(C#Cc4ccccc4)cc3)[C@H]2C1 | -16
Cc1ccccc1S(=O)(=O)N1C[C@H](O)COC[C@H]2O[C@@H](CC(=O)N3CCC(Cc4ccccc4)CC3)CC[C@@H]21 | -0.3
CC(=O)N1CC2(C1)[C@@H](c1ccc(-c3ccc(F)cc3)cc1)[C@@H](CO)N2C(C)=O | -0.8
COc1ccc(-c2ccc([C@H]3[C@@H](CO)N4C(=O)CN(Cc5ccc(F)cc5)C[C@@H]34)cc2)cc1 | 1.0
CO[C@@H]1CN(C)C(=O)c2cc(NC(=O)Nc3cccc(F)c3)ccc2OC[C@H](C)N(C(=O)Nc2c(C)noc2C)C[C@H]1C | -0.3
Cc1ccc(S(=O)(=O)N(C)C[C@@H]2Oc3ccc(NS(=O)(=O)c4cccs4)cc3CC(=O)N([C@H](C)CO)C[C@H]2C)cc1 | -5.1
C[C@H]1CN([C@@H](C)CO)S(=O)(=O)c2ccc(-c3cccnc3)cc2O[C@@H]1CN(C)Cc1ccccn1 | -9.8

Given field by field: three of the compounds above.
> COc1ccc(NC(=O)Nc2ccc3c(c2)C(=O)N([C@@H](C)CO)C[C@@H](C)[C@H](CN(C)Cc2ccc(C(F)(F)F)cc2)O3)cc1
  TcdB GH inh: 0.1
> C[C@H]1CN([C@@H](C)CO)C(=O)c2cccc(NC(=O)C3CC3)c2O[C@@H]1CN(C)C(=O)Nc1ccc(C(F)(F)F)cc1
  TcdB GH inh: 0.1
> O=C(Cc1ccccc1)N1CCCCN2[C@H](CO)[C@@H](c3ccc(C#Cc4ccccc4)cc3)[C@H]2C1
  TcdB GH inh: -16

Later entries.
SMILES | TcdB GH inh
CC(=O)N1[C@H](CO)[C@H](c2ccccc2)[C@H]1CN(C(=O)c1ccccc1F)C(C)C | 3.5
COc1cccc(CN(C)C[C@@H]2OCc3ccccc3-c3ccccc3C(=O)N([C@@H](C)CO)C[C@@H]2C)c1 | -0.3
C[C@@H]1CN([C@@H](C)CO)S(=O)(=O)c2ccc(-c3cccc(C#N)c3)cc2O[C@H]1CN(C)C(=O)Nc1ccccc1F | 0.4
CC=Cc1ccc2n(c1=O)C[C@H]1[C@H](CO)[C@@H](C(=O)NCC3CCCCC3)N(C(=O)CC)[C@@H]21 (mixture of isomers) | -1.6
CCCC(=O)Nc1ccc2c(c1)C(=O)N(C)C[C@@H](OC)[C@@H](C)CN(C(=O)c1ccncc1)[C@H](C)CO2 | -0.2
Cc1ccc(S(=O)(=O)N(C)C[C@H]2Oc3cc(C#Cc4ccncc4)ccc3S(=O)(=O)N([C@H](C)CO)C[C@@H]2C)cc1 | 0.7
Cc1ccc(-c2ccc3c(c2)O[C@@H](CN(C)C(=O)CN(C)C)[C@H](C)CN([C@H](C)CO)S3(=O)=O)cc1 | 0.8
Cc1ccc(S(=O)(=O)N[C@@H]2CC[C@H](CCNC(=O)C3CCCCC3)O[C@H]2CO)cc1 | 0.1
C[C@H]1CN([C@@H](C)CO)S(=O)(=O)c2ccc(-c3ccccc3F)cc2O[C@H]1CN(C)C | -0.2
C[C@@H]1CN([C@@H](C)CO)C(=O)c2cccc(NC(=O)C3CC3)c2O[C@@H]1CN(C)CC1CCCCC1 | 1.2
Cc1noc(C)c1S(=O)(=O)Nc1ccc2c(c1)C(=O)N([C@@H](C)CO)C[C@@H](C)[C@H](CN(C)C(=O)Nc1ccc3c(c1)OCO3)OCCCC[C@@H](C)O2 | 0.0
COc1ccc(NC(=O)N(C)C[C@@H]2OCCCC[C@H](C)Oc3ccc(NS(=O)(=O)c4cccs4)cc3C(=O)N([C@H](C)CO)C[C@@H]2C)cc1 | -14
C[C@@H]1CN([C@H](C)CO)C(=O)c2cc(NS(=O)(=O)c3ccc(F)cc3)ccc2O[C@H]1CN(C)C(=O)NC1CCCCC1 | 0.8
CCCN(C)C[C@H]1OCCCC[C@@H](C)Oc2ccc(N(C)C)cc2C(=O)N([C@@H](C)CO)C[C@H]1C | -34
COCC(=O)N(C)C[C@@H]1Oc2cc(C#CC(C)C)ccc2S(=O)(=O)N([C@H](C)CO)C[C@@H]1C | -1.0
O=S(=O)(N[C@@H]1CC[C@H](CCn2cc(C3CC3)nn2)O[C@H]1CO)c1ccc(F)cc1 | 0.5
O=C(C[C@@H]1CC[C@@H](NC(=O)C2CC2)[C@@H](CO)O1)NCCCN1CCOCC1 | -0.2
COc1ccc(NC(=O)N(C)C[C@@H]2Oc3cc(C#CCC(C)C)ccc3S(=O)(=O)N([C@@H](C)CO)C[C@H]2C)cc1 | 1.1
C[C@@H]1CN([C@H](C)CO)S(=O)(=O)c2ccc(C#C[C@@H](C)O)cc2O[C@H]1CN(C)Cc1cncnc1 | -0.8
O=C(C1CC1)N1C[C@H]2[C@@H](c3ccccc31)[C@@H](CO)N2C(=O)c1ccccc1 | 1.2

Overlap with the part before: 4 entries, followed by the next part.
SMILES | TcdB GH inh
O=C(C[C@@H]1CC[C@@H](NC(=O)C2CC2)[C@@H](CO)O1)NCCCN1CCOCC1 | -0.2
COc1ccc(NC(=O)N(C)C[C@@H]2Oc3cc(C#CCC(C)C)ccc3S(=O)(=O)N([C@@H](C)CO)C[C@H]2C)cc1 | 1.1
C[C@@H]1CN([C@H](C)CO)S(=O)(=O)c2ccc(C#C[C@@H](C)O)cc2O[C@H]1CN(C)Cc1cncnc1 | -0.8
O=C(C1CC1)N1C[C@H]2[C@@H](c3ccccc31)[C@@H](CO)N2C(=O)c1ccccc1 | 1.2
C[C@@H]1CN([C@H](C)CO)C(=O)c2cc(C3=CCCC3)cnc2O[C@H]1CN(C)S(=O)(=O)c1cn(C)cn1 | 0.0
C[C@H](CO)N1C[C@H](C)[C@H](CN(C)Cc2ccc(O)cc2)OCc2cnnn2CCCC1=O | 0.9
O=C(c1cccc(F)c1)N1CC(=O)N2[C@H](CO)[C@H](c3ccc(C#Cc4ccc(F)cc4)cc3)[C@H]2C1 | 1.2
COc1cccc(NC(=O)N(C)C[C@@H]2Oc3cc(-c4ccccc4F)ccc3S(=O)(=O)N([C@@H](C)CO)C[C@@H]2C)c1 | -1.4
O=C(c1cccnc1)N1C[C@@H]2[C@H](c3ccccc31)[C@@H](CO)N2C(=O)Nc1ccccc1Cl | 1.4
C[C@@H]1CN([C@@H](C)CO)C(=O)CCCn2cc(nn2)CO[C@@H]1CN(C)Cc1ccc(Oc2ccccc2)cc1 | -0.1
CC(C)NC(=O)Nc1ccc2c(c1)C(=O)N([C@H](C)CO)C[C@@H](C)[C@H](CN(C)C(=O)NC(C)C)O2 | 0.1
C[C@@H]1CN([C@@H](C)CO)C(=O)c2cc(NC(=O)Cc3ccccc3)ccc2O[C@@H](C)CCCCO[C@H]1CN(C)Cc1ccc2c(c1)OCO2 | 0.8
C[C@H]1CN([C@@H](C)CO)S(=O)(=O)c2ccc(-c3ccccc3)cc2O[C@H]1CN(C)Cc1ccncc1 | -0.1
COc1ccc(NC(=O)N(C)C[C@@H]2OCCCC[C@H](C)Oc3ccc(NC(=O)C4CCCCC4)cc3C(=O)N([C@@H](C)CO)C[C@H]2C)cc1 | -0.6
CCCNC(=O)N1CC2(CCN(CC3CC3)CC2)c2c(n(C)c3cc(OC)ccc23)[C@H]1CO | -0.8
COC(=O)C(CC#Cc1ccc2c(c1)[C@]1(C(=O)N2)[C@H](C(=O)N2CCN(c3ncccn3)CC2)[C@H]2C(=O)O[C@H](c3ccccc3)[C@H](c3ccccc3)N2[C@@H]1c1ccc(O)cc1)C(=O)OC | -8.8
COc1ccc(NC(=O)Nc2ccc3c(c2)CC(=O)N([C@@H](C)CO)C[C@@H](C)[C@H](CN(C)S(=O)(=O)c2ccccc2)O3)cc1 | -0.1
COc1ccc(NC(=O)N[C@H]2C=C[C@@H](CC(=O)NC3CCC3)O[C@H]2CO)cc1 | -0.3
CCCNC(=O)C[C@H]1CC[C@@H]2[C@H](COc3ccc(NC(=O)C4CCCC4)cc3C(=O)N2C)O1 | 2.2
Cc1noc(C)c1NC(=O)N(C)C[C@H]1Oc2ccc(NC(=O)Cc3cn(C)c4ccccc34)cc2C(=O)N([C@H](C)CO)C[C@H]1C | -6.6
C[C@H](CO)N1C[C@H](C)[C@H](CN(C)Cc2cccnc2)Oc2ncc(C#Cc3cccnc3)cc2C1=O | -0.3
C[C@@H]1CCCCO[C@@H](CN(C)S(=O)(=O)c2ccc(F)cc2)[C@H](C)CN([C@@H](C)CO)C(=O)c2cc(NS(=O)(=O)c3ccccc3)ccc2O1 | -0.5
CO[C@H](CN(C)S(=O)(=O)c1ccc(F)cc1)[C@H](C)CN(Cc1ccccc1Cl)[C@H](C)CO | 0.4
COc1ccc(-c2cn(CC[C@@H]3CC[C@@H](NC(=O)Cc4ccccn4)[C@@H](CO)O3)nn2)cc1 | -0.5

Taken from above:
Under TcdB GH inh, COc1cccc(CN(C)C[C@@H]2OCc3ccccc3-c3ccccc3C(=O)N([C@@H](C)CO)C[C@@H]2C)c1 reads -0.3
Under TcdB GH inh, CCCN(C)C[C@@H]1Oc2cc(C#Cc3cccc(OC)c3)ccc2S(=O)(=O)N([C@@H](C)CO)C[C@@H]1C reads -0.7
Under TcdB GH inh, COc1ccc(NC(=O)N[C@H]2C=C[C@@H](CC(=O)NC3CCC3)O[C@H]2CO)cc1 reads -0.3
Under TcdB GH inh, CC(=O)NC[C@@H]1[C@H](c2ccccc2)[C@@H](CO)N1C(=O)Cc1cccnc1 reads -0.1
